# Screening data (PubChem BioAssay)
# K1F lysis inhibition – inhibition of K1F phage lysis, E. coli UTI89, bacterial capsule biogenesis inhibitors, alamar blue (AID 488966); E. coli UTI89 K1F phage lysis, alamar blue, 2 h; higher % means a stronger effect; one-dose inhibition, % at 100 µM; IC50 in µM for titrated hits; actives 0.02% (n = 340,000);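 active = phage lysis inhibition, versus mean bacterial control, above a set limit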;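 note: capsule biogenesis inhibitors block K1F phage lysis so surviving cells raise fluorescence; higher fluorescence means more inhibition of phage lysis; actives were called in the ten point dose series up to 300 µM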
# Siah-1 displacement – Siah-1 peptide-binding antagonists, primary screen, biochemical, fluorescence polarization, rhodamine-plectin, uHTS (AID 1817) | Siah-1 / rhodamine-plectin peptide fluorescence polarization; higher % means a stronger effect | one-dose displacement, % at 20 µM; IC50 in µM for titrated hits | actives 0.02% (n = 290,000);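 active = displacement of at least 50% at 20 µM, with a fluorescence ratio check between 0.3 and a set limit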;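 note: plate controls were Siah plus tracer with DMSO for no effect and tracer alone without Siah for full effect; strong numbers were not always called active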
# Hep lipid drop – hepatic lipid droplet formation modulation; actives 0.4% (n = 240,000); inhibition, % at 6.5 µM; AML12 mouse hepatocytes, oleate lipid droplets, BODIPY imaging;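 active = lipid droplet intensity inhibited by at least 50%, with more than 500 cells counted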
#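 Material – AML12 mouse liver cells · Also added – oleate loading, 100 µM · Compound dosing – 6.5 µM single-point dosing · Times – overnight treatment with compound plus oleate · Measured by – fluorescence imaging, 20x objective, two fields per well · Read-out – percent inhibition of filter-corrected integrated lipid droplet intensity per well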
# Hep lipid drop cells 6.5 µM – recorded beside Hep lipid drop, whose call it bears; cell count; measured here: cell count, cytotoxicity flag;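 cells counted across two imaged fields per well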
# * = called active by the depositor; [ ] = dose if it differs, or a comment. The list is partial; the hit share may differ from the screen's.
SMILES	K1F lysis inhibition	Siah-1 displacement	Hep lipid drop	Hep lipid drop cells 6.5 µM
Cc1ccc(CC(=O)N2CCN(C)CC2)cc1	0.1%	8%	5	886
O=C1NC(=O)N(Cc2ccco2)C(=O)/C1=C\c1cccn1CCOc1ccccc1	1.8%	3%	-16	687
C[C@]12CCC(=O)C=C1CC[C@@H]1C2CC[C@]2(C)C(=O)CCC12 (some centres undefined)	0.0%	6%	-4	829
COc1ccc(CN2CCCC(C(=O)c3ccc(Cl)cc3)C2)c(OC)c1 (centres undefined)	-0.5%	2%	-8	774
N=C1c2ccccc2CN1NC(=O)c1ccc(Br)o1	0.1%	-3%	-3	681
CCc1ccc(CNCCc2c[nH]c3ccccc23)cc1	-0.4%	-7%	3	834
CCN(CC)C(=O)c1ccc(NC(=O)c2sccc2-c2ccccc2)cc1	0.4%[50 µM]	-2%	-16	744
CN1C(=O)C(c2ccc([N+](=O)[O-])cc2[N+](=O)[O-])C(=O)N(C)C1=O	0.0%	6%	4	790
CSCCC(NC(=O)CCC(=O)OC1CC[C@H]2[C@@H]3CC[C@H]4CC(=O)CC[C@]4(C)[C@H]3CC[C@]12C)C(=O)O (some centres undefined)	-1.3%[50 µM]	-2%	-16	802
Cc1cc(OCC(=O)NCC(O)c2ccccc2)c2c3c(c(=O)oc2c1)CCCC3 (centres undefined)	0.0%	7%	12	782
C[C@]12CCC3[C@@H](CC[C@H]4C[C@@H](O)CC[C@]34C)C1CCC2=O (some centres undefined)	1.7%[50 µM]	-1%	-10	797
COc1cc(CN2CCN(C(=O)Cc3ccccc3)CC2)cc(OC)c1OC	0.3%	4%	0	813
CCC(=O)Nc1ccccc1	2.9%	-2%	2	769
CC(=O)O[C@H]1C(=O)[C@@]2(C)C([C@H](OC(=O)c3ccccc3)[C@]3(O)C[C@H](O)C(C)=C1C3(C)C)[C@]1(OC(C)=O)CO[C@@H]1C[C@H]2O (some centres undefined)	1.4%	0%	-8	793
CCOC(=O)c1c(C=O)c2ccccc2n1Cc1ccccc1F	0.1%	-3%	-1	798
CCOC(=O)C1(CCOc2ccccc2)CCN(C(C)CSC)CC1 (centres undefined)	0.0%	16%	-13	837
O=C1NC(=O)C(=Cc2ccc(-c3ccc(S(=O)(=O)N4CCOCC4)cc3)o2)C(=O)N1	2.7%	-4%	-6	741
CC(=O)N1CC(=O)Nc2ccc(C)cc2C1c1ccccc1 (centres undefined)	0.1%	12%	20	426
Cc1cc(OCC(=O)N2C[C@H]3C[C@@H](C2)c2cccc(=O)n2C3)c2c(C)c(C)c(=O)oc2c1	3.8%	3%	-2	776
Cc1ccsc1/C=C1\C(=O)NC(=S)N(C)C1=O	-0.7%	-2%	8	835

# A different layout for three compounds above.
SMILES: CCOC(=O)C1(CCOc2ccccc2)CCN(C(C)CSC)CC1 (centres undefined)
  K1F lysis inhibition: 0.0%
  Siah-1 displacement: 16%
  Hep lipid drop: -13
  Hep lipid drop cells 6.5 µM: 837
SMILES: O=C1NC(=O)C(=Cc2ccc(-c3ccc(S(=O)(=O)N4CCOCC4)cc3)o2)C(=O)N1
  K1F lysis inhibition: 2.7%
  Siah-1 displacement: -4%
  Hep lipid drop: -6
  Hep lipid drop cells 6.5 µM: 741
SMILES: CC(=O)N1CC(=O)Nc2ccc(C)cc2C1c1ccccc1 (centres undefined)
  K1F lysis inhibition: 0.1%
  Siah-1 displacement: 12%
  Hep lipid drop: 20
  Hep lipid drop cells 6.5 µM: 426

# Copied from the list.
# K1F lysis inhibition with C[C@]12CCC3[C@@H](CC[C@H]4C[C@@H](O)CC[C@]34C)C1CCC2=O (some centres undefined) is entered as 1.7%[50 µM]
# Hep lipid drop cells 6.5 µM with CCOC(=O)c1c(C=O)c2ccccc2n1Cc1ccccc1F is entered as 798
# Siah-1 displacement with CC(=O)N1CC(=O)Nc2ccc(C)cc2C1c1ccccc1 (centres undefined) is entered as 12%
# K1F lysis inhibition with Cc1cc(OCC(=O)N2C[C@H]3C[C@@H](C2)c2cccc(=O)n2C3)c2c(C)c(C)c(=O)oc2c1 is entered as 3.8%
# Siah-1 displacement with COc1cc(CN2CCN(C(=O)Cc3ccccc3)CC2)cc(OC)c1OC is entered as 4%
# Siah-1 displacement with CCOC(=O)C1(CCOc2ccccc2)CCN(C(C)CSC)CC1 (centres undefined) is entered as 16%
# Hep lipid drop with CCC(=O)Nc1ccccc1 is entered as 2

# Continued.
SMILES	K1F lysis inhibition	Siah-1 displacement	Hep lipid drop	Hep lipid drop cells 6.5 µM
CC(=O)Nc1ccc(C(=O)C(Cc2ccccc2)N(C)C)cc1 (centres undefined)	0.0%	-5%	1	417
COc1cccc(OCc2cc(C(=O)N3C[C@H]4C[C@@H](C3)c3cccc(=O)n3C4)no2)c1	0.1%	-2%	4	734
COc1ccccc1N1CCN(Cc2ccccc2)CC1	-0.2%	-1%	2	865
O=c1[nH]c(=S)n(-c2ccccc2)c(O)c1C=NCCN1CCNCC1	1.3%[50 µM]	1%	-12	816
C[C@]12CCC(OC(=O)CCC(=O)O)CC1=CCC1C2CC[C@]2(C)C(=O)CCC12 (some centres undefined)	0.2%	2%	-8	714
COc1ccc(-n2c(-c3ccccc3Br)nc3ccccc3c2=O)cc1	1.6%[50 µM]	0%	5	426
Cc1ccc2cc(CNCCc3ccccc3C)c(=O)[nH]c2c1	-1.2%	4%	-2	824
Cc1cc(OCC(=O)NC(Cc2ccc(Cl)cc2)C(=O)O)c2c3c(c(=O)oc2c1)CCCC3 (centres undefined)	5.5%	1%	-2	786
Cc1nc2ccc(Cl)cc2c(=O)n1-c1cccc(Cl)c1	0.1%	9%	-1	841
COc1ccc(CCNCc2cccn2C)cc1OC	-0.1%	5%	12	852
FC(F)(F)c1ccccc1CCN1CCNCC1	0.1%	-2%	1	688
COc1cc(O)cc2c1C(=O)OC(C)CCCC(=O)CCC/C=C\2 (centres undefined)	-0.8%	-3%	-12	778
Cc1ccc(S(=O)(=O)Oc2ccccc2C=C2C(=O)N(C)C(=O)N(C)C2=O)cc1	0.1%	-5%	-8	830
Cn1ncc(Cl)c1C(=O)N1CCC2(CC1)OCCO2	0.1%	11%	-1	807
Cn1c(O)c(C=Nc2ccc(Br)cc2)c(=O)n(C)c1=O	0.3%	-6%	10	866
O=C(Cc1ccccc1)Oc1ccc([N+](=O)[O-])cc1	2.3%	11%	15	841
O=c1c2ccccc2nc(-c2ccccc2)n1-c1ccccc1O	0.1%	5%	-2	840
O=C(NCCN1CCOCC1)c1ccc(Cl)nc1	1.2%[50 µM]	1%	5	656
C[C@]12CC[C@H](O)C[C@@H]1CC[C@@H]1[C@@H]2CC[C@]2(C)C(=O)CC[C@@H]12	0.1%	2%	0	737
CN1C(=O)C(=Cc2cn(CC(=O)N3CCCC3)c3ccccc23)C(=O)N(C)C1=O	0.1%	0%	-1	708
c1ccc(CNCCc2c[nH]c3ccccc23)cc1	1.0%	-4%	-19	776
COc1ccc2c(C)c(CC(=O)N3C[C@H]4C[C@@H](C3)c3cccc(=O)n3C4)c(=O)oc2c1	2.5%	-1%	-2	761
Cc1cc(OC(C)C(=O)NCC2CCC(C(=O)O)CC2)c2c3c(c(=O)oc2c1)CCC3 (centres undefined)	0.2%	0%	-18	667
Cc1cc(C)c(C(=O)N2CCC3(CC2)OCCO3)c(C)c1	-0.2%	4%	-4	770
CCOc1cc2c(cc1OCC)-n1cccc1C(c1ccc(F)c(OC)c1)NC2 (centres undefined)	-0.2%	-5%	-5	689
CC1CCN(CCc2nc3ccccc3[nH]2)CC1	0.1%	-4%	-1	860
Clc1ccc(CN2CCNCC2)cc1	0.3%	2%	-2	804
CN(C)c1ccc(/C=C2\C(=O)NC(=O)N(Cc3ccc(F)cc3)C2=O)cc1	1.0%	-3%	35	685
COC(=O)Cn1cc(C=C2C(=O)NC(=O)NC2=O)c2ccccc21	0.5%	-2%	1	419
Cc1ccc(/C=C2\C(=O)NC(=S)N(c3ccc(F)cc3)C2=O)o1	-0.5%	-2%	-4	842

# New compounds follow:
# Second line of a record – K1F lysis inhibition	Siah-1 displacement	Hep lipid drop	Hep lipid drop cells 6.5 µM
- C/C(=N\NC(=O)c1ccccc1Cl)c1c(O)n(C2CCCCC2)c(=O)[nH]c1=O
    0.1%	14%	-2	681
- CCCCn1c(=O)c(C(=O)NC(C)c2ccccc2)c(O)c2ccccc21 (centres undefined)
    0.0%	0%	1	872
- Cc1cc(Cc2c(O)[nH]c(=S)[nH]c2=O)ccc1OC(C)C
    0.1%	3%	-17	783
- CC1CN(CC(=O)c2ccccc2Cl)CC(C)O1 (centres undefined)
    0.7%	1%	4	866
- O=[N+]([O-])c1ccc(N2CCCC(C(F)(F)F)C2)c2ccncc12 (centres undefined)
    -0.9%	1%	-4	766
- Cn1c(O)c(Cc2ccc(OCc3ccccc3)cc2)c(=O)n(C)c1=O
    -0.5%	0%	-3	809
- O=C(O)c1cccc(NC(=O)N2C[C@H]3C[C@@H](C2)c2cccc(=O)n2C3)c1
    4.2%	1%	-2	781
- N#CC(c1cccnc1)N1CCOCC1 (centres undefined)
    0.2%	11%	-3	777
- Cc1cc(OCC(=O)N2CCCN(C)CC2)ccc1Cl
    2.6%[50 µM]	5%	-3	707
- COc1ccc(OC)c(C(O)C2CCCCN2)c1 (centres undefined)
    0.4%	0%	-3	792
- CCCCCn1c(=O)c(C(=O)Nc2ccccc2C)c(O)c2ccccc21
    0.2%	-1%	-3	817
- CCCCc1ccc(NC2=NCCCS2)cc1
    0.0%	-2%	-2	833
- CC(=O)C1(c2ccccc2)CCN(C(=O)C2CCC(=O)N(CCc3cccc(F)c3)C2)CC1 (centres undefined)
    0.2%	11%	-7	841
- CN1CCCN(C(=O)COc2ccccc2Br)CC1
    1.4%[50 µM]	4%	-46	647
- CC(Cc1ccccc1)NC(=O)Cc1ccc([N+](=O)[O-])cc1 (centres undefined)
    -0.1%	-5%	9	852
- COc1ccc(N2C(=O)NC(=O)/C(=C\c3cn(CC(=O)N4CCOCC4)c4ccccc34)C2=O)c(OC)c1
    3.6%	1%	40	847
- O=C1CN=C(c2ccccc2)c2cc(Br)ccc2N1
    -0.2%	-2%	-6	750
- CC(N)Cc1c[nH]c2c1ccc1ccccc12 (centres undefined)
    0.3%	-2%	0	764
- CCOc1cc2c(cc1OCC)-n1cccc1C(c1cccc([N+](=O)[O-])c1)NC2 (centres undefined)
    1.5%	-5%	-13	764
- CCCCOc1ccc(C(C)=O)cc1Cc1c(O)[nH]c(=S)[nH]c1=O
    0.2%	3%	-10	764
- CCc1nn(CC(=O)N2CCC3(CC2)OCCO3)c(=O)c2cccn12
    2.9%	-5%	13	746
